S100A4 MyoIIA: inhibitors of human S100A4 binding to myosin IIA peptide. S100A4/TAMRA-MyoIIA peptide fluorescence polarization. inhibition, % at 10.7 µM. actives 0.14% (n = 360,000). AID 652163;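 active means mean inhibition of at least 70% across replicates, with every replicate also reaching that level; inconclusive means mean inhibition reaches 70% but some replicates fall short; inactive means mean inhibition below 70%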
Target sequence (P26447 whole entry, looked up): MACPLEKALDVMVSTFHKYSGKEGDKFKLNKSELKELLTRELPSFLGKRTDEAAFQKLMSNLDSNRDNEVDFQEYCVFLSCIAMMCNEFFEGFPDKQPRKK
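Test system – S100A4 monomer (human) · Compound – single-point compound testing · Schedule – 5 min incubation before reading · Probe or stimulus – TAMRA-labelled myosin IIA heavy-chain peptide probe, 5 nM · Benchmarks – neutral control DMSO, positive control TFP · Medium – Calcium-containing HEPES buffer, pH 7.2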
Xi reactivation: X-chromosome reactivation activator. activation, % at 7.58 µM. AID 743238. actives 0.055% (n = 360,000). XiGFP mouse fibroblasts, % GFP-positive cells imaging, 3 d; cells co-treated with 5-aza-dC sensitizer; scaled so ellipticine positive control = 100%;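 active means mean normalized replicate activation at least 10% and every replicate at or above 10%; inconclusive means only one of the two criteria met; inactive means mean below 10% and not all replicates reach 10%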;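 further: 0% = median of on-plate neutral control wells and 100% = ellipticine 6 µM median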
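Assay system – SV40-immortalized XiGFP fibroblast cells, line 68-5-11 · Buffer or medium – DMEM supplemented with 5-aza-dC as sensitizing agent · Dosing – one concentration, pinned · Benchmarks – positive control ellipticine, 6 µM final · Times – 3 days compound exposure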
FN deposit inh: fibronectin deposition inhibition; AH1F fibroblasts, Alexa488-fibronectin deposition fluorescence, overnight; actives 0.086% (n = 350,000); AID 743247; inhibition, % at 12.6 µM;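 active means mean inhibition across replicates of 30% or more, regardless of how many single replicates reach that level; inconclusive means mean under 30% yet at least half of replicates reach 30%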;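 further: positive control wells lacked labelled fibronectin entirely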
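Schedule: 1 h cell adhesion before compound, then overnight fibronectin incubation; test system: AH1F fibroblast monolayer depositing Alexa488-labelled fibronectin into matrix; quantity: 10000 AH1F cells per well; probe or stimulus: fluorescent fibronectin at 24 nM final; signal: fluorescence, ex 485 nm, em 525 nm; evaluation: percent inhibition as loss of matrix-bound fibronectin fluorescence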
esBAF inh: inhibitors of esBAF chromatin remodeling in mouse ES cells; Bmi1-luciferase knock-in reporter, 24 h; 100% = twice the neutral-well signal; reporter increase, % at 12.5 µM; AID 602393; actives 2% (n = 350,000); in the data active means activation above about 40%; inconclusive means no clear call, values can overlap the other calls;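 further: 0% = median of the plate's neutral control wells and 100% = double that signal; a rise in the Bmi1 reporter signal indicates esBAF inhibition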
RAD52 inh: blocks human RAD52 DNA annealing; P43351; recombinant RAD52 DNA annealing, FRET fluorescence; inhibition, % at 18.7 µM; actives 0.46% (n = 360,000); AID 651710;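 active means every replicate showing at least 50% inhibition; inconclusive means mean inhibition at least 50% but not in every replicate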
E-sel inducer: induces E-selectin expression in human endothelial cells | activation, % at 7.58 µM | actives 0.37% (n = 260,000) | HUVEC E-selectin immunofluorescence imaging; normalized: neutral wells 0, TNF-alpha wells 100 | P16581 | AID 686992;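 active means mean E-selectin-positive cell signal at least 10% of the positive control, reached in at least 60% of replicates, without over 20% cell loss; inconclusive means no rule given, readout overlaps actives, possibly toxicity-flagged; inactive means the rest, including those meeting only one limit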;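 further: in these data hits start at about 27%; measured in HUVEC primary endothelial cells; signal is the percent of cells scored E-selectin positive by PE staining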
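Read-out basis: % PE-positive cells; Test system: HUVEC primary endothelial cells; Technique: immunofluorescence imaging; Dosing: single-point compound dose.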
EWS-Fli inh: inhibitors of EWS/Fli oncoprotein transcriptional activity; A673 NR0B1-luciferase reporter, viability-normalised; inhibition, % at 12.6 µM; actives 0.67% (n = 350,000); AID 651661;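 active means mean inhibition of at least 50% after viability correction, with every replicate also passing that limit; inconclusive means mean reaches 50% but only one of two replicates passes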;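 further: firefly luciferase signal divided by Alamar Blue viability fluorescence both relative to DMSO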
RAD54 branch: inhibitors of human RAD54 branch migration; RAD54 Holliday junction branch migration, FAM/BHQ fluorescence; Q92698; inhibition, % at 10.4 µM; actives 0.14% (n = 360,000); AID 602329;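 active means mean normalized replicate activity at least 40 and at least half of replicates scoring 40 or more; inconclusive means only one of the two criteria met; inactive means mean below 40 and under half of replicates reaching 40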;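 further: 0% = median of neutral control wells and 100% = median of positive control wells; inhibitors cause a drop in the FAM fluorescence signal; in these data hits start at about 50%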
Target sequence (Q92698 whole entry, looked up): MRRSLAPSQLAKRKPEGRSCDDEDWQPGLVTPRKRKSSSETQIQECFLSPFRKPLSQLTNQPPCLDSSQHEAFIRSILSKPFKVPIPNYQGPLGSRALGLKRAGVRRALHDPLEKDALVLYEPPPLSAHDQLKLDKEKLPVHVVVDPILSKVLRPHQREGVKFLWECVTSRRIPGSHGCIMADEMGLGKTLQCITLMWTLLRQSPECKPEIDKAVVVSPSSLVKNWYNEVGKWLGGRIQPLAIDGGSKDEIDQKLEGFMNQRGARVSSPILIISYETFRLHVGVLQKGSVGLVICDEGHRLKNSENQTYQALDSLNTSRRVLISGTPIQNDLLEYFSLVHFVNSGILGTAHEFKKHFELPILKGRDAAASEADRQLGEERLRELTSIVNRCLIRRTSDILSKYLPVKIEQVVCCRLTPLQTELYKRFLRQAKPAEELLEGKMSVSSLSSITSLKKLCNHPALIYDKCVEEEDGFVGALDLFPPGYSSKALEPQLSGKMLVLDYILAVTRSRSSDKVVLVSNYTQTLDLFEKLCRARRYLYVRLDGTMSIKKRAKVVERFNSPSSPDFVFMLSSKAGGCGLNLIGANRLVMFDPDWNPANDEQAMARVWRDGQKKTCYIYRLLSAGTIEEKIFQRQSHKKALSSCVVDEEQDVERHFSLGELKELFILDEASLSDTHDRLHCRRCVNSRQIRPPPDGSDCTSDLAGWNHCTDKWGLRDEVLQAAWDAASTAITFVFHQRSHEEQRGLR
An asterisk follows results filed as active; ? = inconclusive; nt = not tested or not shown.

SMILES,S100A4 MyoIIA,Xi reactivation,FN deposit inh,esBAF inh,RAD52 inh,E-sel inducer,EWS-Fli inh,RAD54 branch
COc1ccc(Nc2nc3ccccc3nc2NS(=O)(=O)c2ccc(NC(C)=O)cc2)cc1,-4,0.2,-138,nt,-23,4.6,-3,nt
O=C(COc1cccnc1[N+](=O)[O-])N1CCC(Cc2ccccc2)CC1,0,0.0,1,nt,-24,-0.1,5,3
O=C(C[C@@H]1C[C@@H]2c3cc(NS(=O)(=O)c4ccccc4)ccc3O[C@@H]2[C@@H](CO)O1)NC1CCCC1,-3,0.2,-18,5,8,-0.2,5,-4
Cc1ccc(C)c(S(=O)(=O)N2CCN(C(C(=O)Nc3ccc(F)cc3)c3ccccc3)CC2)c1 (configuration not stated),4,0.5,-2,nt,-3,1.6,8,nt
O=C(c1ccc2[nH]c(=O)c(=O)[nH]c2c1)N1CCN(Cc2ccccc2)CC1,-5,0.0,14,-2,-3,nt,nt,2
Cc1cccc(S(=O)(=O)NC(=O)C2(C)CCN2C(=O)c2ccc(C3CCCCC3)cc2)c1 (configuration not stated),6,0.1,0,-1,-8,4.0,7,-6
CC(=O)c1ccc(CCCc2ccc(C(C)=O)cc2)cc1,-3,0.0,-2,nt,-9,0.4,-21,2
Cc1cc(-c2ccc(C(C)C)c(S(=O)(=O)N3CC(=O)Nc4ccccc43)c2)on1,-2,0.0,-13,-4,-8,nt,2,2
Cc1cc2c(c(C#N)c1C)NC=NC2C (configuration not stated),1,0.0,5,nt,-11,0.0,-1,3
COCCNC(=O)C1(C)CCN(C(=O)c2cc(C(C)(C)C)nn2C)C1 (configuration not stated),-2,0.0,3,0,-14,0.0,-3,-3
CC(Oc1ccc(Cl)cc1)c1ccc(C#N)c(=O)[nH]1 (configuration not stated),0,0.0,-4,nt,-13,23,2,nt
Cc1c(C(=O)N(C)C(C)c2ccccn2)oc2c(F)cccc12 (configuration not stated),-1,0.0,4,?,-7,0.0,nt,-10
Cc1cc(C(=O)Nc2cccc3c2O[C@@H](CN(C)Cc2ccc4c(c2)OCO4)[C@@H](C)CN([C@H](C)CO)C3=O)n(C)n1,2,0.0,nt,-2,10,-2.4,6,-6
COc1cccc(CN2[C@H](CO)[C@@H]3c4ccccc4N(C(=O)CC(F)(F)F)C[C@@H]32)c1,1,0.1,nt,4,-17,0.0,6,-7
Cc1ccc(C(=O)N2CCC(C(=O)c3ccc(F)cc3)CC2)cc1,4,-0.2,6,4,0,nt,4,9
COc1ccc(NC(=O)N2C[C@H](O)COC[C@@H]3O[C@H](CC(=O)N4CCOCC4)CC[C@H]32)cc1,-28,0.2,-9,1,-3,0.0,-10,3
COc1ccc(S(=O)(=O)Nc2ccc3c(c2)CC(=O)N([C@@H](C)CO)C[C@H](C)[C@H](CN(C)C)O3)cc1,-1,-1.5,nt,1,18,nt,-2,-3
C[C@H]1CCCCO[C@H](CN(C)C(=O)Cc2ccccc2)[C@@H](C)CN([C@@H](C)CO)C(=O)c2cc(NC(=O)CCC(F)(F)F)ccc2O1,nt,0.1,-1,1,nt,nt,7,-2
Cc1ccc(N/C(C(Cl)=C(Cl)Cl)=C(/Cl)[N+](=O)[O-])c(C)c1,0,0.0,nt,nt,-10,nt,18,nt
CN(C)CCCNC(=O)c1ccc(-c2cc3nc(NCc4cccnc4)n(C)c(=O)c3s2)cc1,-5,-0.1,-17,-1,76*,-0.1,0,35
COCCNC(=O)C[C@@H]1CC[C@@H]2[C@H](COC[C@H](O)CN2C(=O)c2cc(Cl)cc(Cl)c2)O1,nt,0.0,5,-9,nt,-0.2,6,-14
COc1ccccc1-c1sc2ccccc2c1-c1ccc2c(c1)OCO2,24,0.0,-13,-2,-1,0.0,-15,11
COc1cccc(-c2cnc(C(O)c3cccc(CN4CCCCC4)c3)[nH]2)c1 (configuration not stated),-3,-0.1,11,-4,-1,0.0,2,7
Cc1c(O)ccc(-c2n[nH]c(C(=O)O)c2-c2nc3ccccc3s2)c1O,-2,0.0,-6,15,-11,6.3,-11,1
CCOC(=O)C1CCN(C(=O)CNC(=O)c2nn(-c3ccc(OC)c(Cl)c3)c(=O)c3ccccc23)CC1,-5,nt,-3,19,-7,nt,-4,14
O=C(OCC(=O)N1CCOCC1)c1cc2ccccc2oc1=O,-2,-0.1,7,-9,-14,-0.2,2,-4
CC(C)NC(=O)N1[C@H](CO)[C@@H](c2ccccc2)[C@@H]1CN(C)C(=O)c1ccccc1,nt,0.2,nt,1,nt,-0.2,-3,-6
FC(F)(F)c1ccc(Nc2nnnc3ccccc23)cc1,0,0.0,9,nt,-10,12,-84,nt
CNc1nc2ccccc2n(C)c1=O,6,0.1,-6,nt,-12,nt,-2,nt
Cc1ccc(N2C(=O)N(CC(=O)Nc3cccc([N+](=O)[O-])c3C)C(=O)C2C)cc1 (configuration not stated),-3,0.1,5,nt,0,nt,-29,nt
CC(C)c1ccccc1OCC(=O)Nc1ccc2[nH]ncc2c1,-1,0.1,8,2,-2,nt,-2,3
CCC(C(=O)NC1CCCCC1)N(Cc1cccs1)C(=O)CCC(=O)Nc1cc(C)on1 (configuration not stated),18,0.2,0,-2,-4,nt,22,6
O=C(C[C@@H]1CC[C@H](NC(=O)Cc2cccnc2)[C@H](CO)O1)Nc1ccc(-c2ccccc2)cc1,0,0.2,1,-1,11,0.6,-1,-6
COc1cc(Cl)ccc1OCc1cc(C(=O)N(C)Cc2cn(C)nc2C)no1,-4,0.3,3,3,-14,-1.6,-8,0
COC(=O)CN1C(=O)COc2ccc(Cl)cc21,-2,0.1,-15,-5,3,0.0,-5,4
CCOc1ccccc1NCc1nnc(-c2ccccc2)o1,-5,0.2,2,-4,-3,0.9,6,-8
O=C(NCc1ccco1)C1CCN(c2nc3ccccc3n2Cc2ccccc2F)CC1,-2,0.6,1,-1,-33,-0.2,14,2
CCCC1(C(=O)OC)NC(c2ccc(OC)cc2OC)C2C(=O)N(c3cccc(C(C)=O)c3)C(=O)C21 (configuration not stated),2,0.0,-8,2,-6,nt,7,1
O=C(CSc1nc(=O)n2ccccc2n1)NCc1ccc2c(c1)OCO2,-6,0.6,6,nt,-17,nt,-5,nt
C[C@H]1CCCCO[C@H](CN(C)Cc2ccc3c(c2)OCO3)[C@@H](C)CN([C@@H](C)CO)C(=O)c2cc(NC(=O)Nc3ccc(F)cc3)ccc2O1,0,-0.2,nt,-2,6,0.5,10,3
COc1ccc(NC(=O)N[C@@H]2CC[C@H](CCn3cc(-c4ccc(F)cc4)nn3)O[C@H]2CO)cc1,-2,4.5,-11,2,2,-0.2,-1,-9
OC(CN1CCN(Cc2ccccc2)CC1)c1ccc(F)cc1 (configuration not stated),-2,0.0,-15,nt,-5,nt,-2,nt
COc1ccc(-c2ccc3c(c2)[C@H]2[C@H](CCN2S(=O)(=O)c2ccc(OC)cc2)[C@@H](CO)N3)cc1,nt,0.2,14,-16,nt,2.0,41,-11
C[C@H]1CN([C@@H](C)CO)C(=O)Cc2cc(NC(=O)Cc3ccccc3)ccc2O[C@@H]1CN(C)Cc1ccc(Oc2ccccc2)cc1,-2,-0.1,nt,2,-14,20,-1,5
C[C@@H]1CN([C@H](C)CO)C(=O)c2cc(NC(=O)Nc3ccc(F)cc3)ccc2O[C@H]1CN(C)S(=O)(=O)c1cn(C)cn1,2,0.1,nt,-2,6,1.8,-9,-3
COc1cccc(CN2CCN(C(=O)c3ccc(-c4ccccc4)cc3)CC2)c1OC,-6,0.0,32*,nt,-2,nt,-1,nt
COc1ccc(F)cc1CN1CCN(C(=O)c2ccc(S(=O)(=O)N3CCCCCC3)cc2)CC1,-13,0.1,2,-1,-6,nt,21,-4
O=C(NC(=S)Nc1nc2ccccc2s1)c1cccs1,2,0.0,0,-8,-35,nt,23,-11

Sorted by the number under RAD52 inh (low to high): 3 from the list above
SMILES | RAD52 inh
C[C@H]1CN([C@@H](C)CO)C(=O)Cc2cc(NC(=O)Cc3ccccc3)ccc2O[C@@H]1CN(C)Cc1ccc(Oc2ccccc2)cc1 | -14
COc1ccc(F)cc1CN1CCN(C(=O)c2ccc(S(=O)(=O)N3CCCCCC3)cc2)CC1 | -6
OC(CN1CCN(Cc2ccccc2)CC1)c1ccc(F)cc1 (configuration not stated) | -5

Next entries
SMILES,S100A4 MyoIIA,Xi reactivation,FN deposit inh,esBAF inh,RAD52 inh,E-sel inducer,EWS-Fli inh,RAD54 branch
COc1ccc(-n2c(Cc3cccn3C)nnc2SCC(=O)NC2CCCC2)cc1,-7,0.1,-12,6,-88,0.1,0,-3
Cc1ccc(-c2ccc(CN3C(CC(C)C)C(=O)N(Cc4cn(Cc5ccco5)nn4)CCS3(=O)=O)cc2)cc1 (configuration not stated),-14,0.3,9,-2,-20,-0.1,15,-3
CC1(c2ccccc2)NC(=O)N(CC(=O)Nc2ccc(S(N)(=O)=O)cc2)C1=O (configuration not stated),-4,0.0,6,1,4,nt,0,-1
CN(C)C(=O)c1ccc(-c2ccc3c(c2)[C@@H]2[C@@H](CCN2C(=O)C2CCOCC2)[C@@H](CO)N3C)cc1,4,0.3,1,-5,-61,-0.1,-17,1
CCOC(=O)c1nnc(-c2ccccc2)nc1N1CC(C)OC(C)C1 (configuration not stated),1,0.0,-2,-1,2,-0.6,-8,nt
COc1ccc(CC(=O)N(C)Cc2cccc(OC)c2OC)cc1S(=O)(=O)N1CCOCC1,5,0.3,-3,nt,13,nt,-2,-2
O=C(C1CCN(C2CCN(C/C=C/c3ccccc3)CC2)CC1)N1CCOCC1,-12,-0.1,-1,-5,-33,5.2,17,-8
COc1ccc(C(=O)CSc2nnc(CC(=O)Nc3ccccc3OC)n2C)cc1,2,0.2,-2,-3,-6,0.1,-6,-3
CC(=O)C(/C=N/c1ncc(C(F)(F)F)cc1Cl)=C(\C)O,6,0.1,-4,nt,-17,3.2,2,nt
C=C(C)CNC(=S)N/N=C(\C)c1cccc(NC(C)=O)c1,-16,-0.1,-1,nt,-11,8.5,3,nt
C[C@@H]1CCCCO[C@@H](CN(C)C(=O)Nc2ccc(C(F)(F)F)cc2)[C@H](C)CN([C@@H](C)CO)C(=O)c2cc(NC(=O)Nc3ccc(C(F)(F)F)cc3)ccc2O1,nt,0.2,-13,-5,nt,0.3,-14,-8
CCC(C)[C@H](NC(=O)Nc1ccc(C)cc1C)C(=O)O (some centres not stated),-5,0.2,4,2,-14,-0.1,3,-4
COc1ccc(/C=C(/NC(=O)c2ccccc2)C(=O)NCCCn2ccnc2)cc1OC,7,0.3,-18,-3,2,nt,0,-22
